# Screening results deposited in PubChem BioAssay by National Center for Advancing Translational Sciences (NCATS).
# Eya2 inh: qHTS Assay for Inhibitors of the Phosphatase Activity of Eya2 | 0.006% of 330,000 active | recombinant Eya2, OMFP fluorescence dephosphorylation (OMFP is methylfluorescein phosphate) | Protein phosphatase EYA2 (Homo sapiens), O00167 | Potency, µM (top dose mostly 76.9 µM), for inactives: at the highest dose activity, negative = inhibition, hits mostly inhibitors | AID 488837, 2010; also: potency is read from the fitted curve at half-maximal effect; % is scaled to controls: 0 for no effect and ±100 for the full control effect
# Target sequence (O00167 whole entry, looked up): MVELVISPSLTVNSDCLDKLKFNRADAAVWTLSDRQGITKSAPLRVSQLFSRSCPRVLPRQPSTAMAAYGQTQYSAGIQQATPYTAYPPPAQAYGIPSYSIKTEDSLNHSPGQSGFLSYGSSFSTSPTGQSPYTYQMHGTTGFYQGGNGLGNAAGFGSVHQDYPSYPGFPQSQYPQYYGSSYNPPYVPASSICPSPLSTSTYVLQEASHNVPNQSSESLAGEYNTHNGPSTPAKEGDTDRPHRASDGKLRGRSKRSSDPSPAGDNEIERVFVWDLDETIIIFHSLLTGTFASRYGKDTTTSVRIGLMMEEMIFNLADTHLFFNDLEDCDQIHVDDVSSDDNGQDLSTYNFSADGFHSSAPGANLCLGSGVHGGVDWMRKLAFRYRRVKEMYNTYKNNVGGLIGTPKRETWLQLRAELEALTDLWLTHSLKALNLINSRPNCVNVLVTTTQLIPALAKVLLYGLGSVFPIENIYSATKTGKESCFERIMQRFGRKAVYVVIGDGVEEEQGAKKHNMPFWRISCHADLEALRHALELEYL
#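 Eya2 (0.2 uM) preincubated 10 min at ambient with compound, then OMFP substrate added at 50 uM; 10 min reaction in 50 mM HEPES pH 7.5, 50 mM NaCl, 5 uM MgCl2, 0.05% BSA, 1 mM DTT. Fluorescence read at Ex 485/Em 525 nm.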
# MBNL1 CUG block: qHTS Assay for Inhibitors of MBNL1-poly(CUG) RNA binding. Muscleblind-like protein 1 (Homo sapiens), Q9NR56. TR-FRET MBNL1-His/biotin-(CUG)12 binding, 665/545 ratio. Potency, µM (highest dose often 57.5 µM), for the others: at the highest dose activity change, negative = inhibition, most hits filed as inhibitors. 0.036% of 280,000 active. AID 2675, 2010; active = well fitted inhibition curve with a large enough effect in the signal ratio, with a control signal flat, not every such curve was filed as active; inconclusive = small, poorly fitted or top-dose-only effect, or effect the other way, or a change in a side signal; inactive = no such curve, though single readings can be large or run the other way; the % refers to the signal ratio; also: potency is read from the fitted curve at half-maximal effect; % is scaled to controls: 0 for no effect and ±100 for the full control effect
#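 His-tagged MBNL1 binding to biotinylated (CUG)12 RNA was measured by TR-FRET using terbium anti-His antibody (0.055 ng/ul final) and streptavidin-XL665 (5 nM final). Compounds were titrated 92 nM to 58 uM; 60 min at room temperature.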
# Mito fusion yeast: qHTS Assay for Small Molecule Inhibitors of Mitochondrial Division or Activators of Mitochondrial Fusion; AID 485298, 2010; S. cerevisiae fusion-defective mutant growth rescue, CellTiterGlo 48 h; Potency, µM (series often up to 46.1 µM), inactives show at the highest dose growth rescue (activation), usual class: activators; 0.23% of 320,000 active;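 also: potency is read from the fitted curve at half-maximal effect; % of control where 0% means no effect; nearly all actives have a fitted effect of over 45% in size; temperature-sensitive fusion mutants such as fzo1-1 at 37 °C on non-fermentable ethanol glycerol medium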
#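 S. cerevisiae fusion-defective temperature-sensitive mutants (e.g. fzo1-1, mgm1-5) grown 48 h at 37C in YPEG (ethanol/glycerol non-fermentable) medium with 23 nl compound per well; growth rescue read as CellTiterGlo luminescence.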
# GALK inh: qHTS Assay for Inhibitors of Human Galactokinase (GALK). Purified GALK, Kinase-Glo residual ATP luminescence. Potency, µM (top dose mostly 57.5 µM), for the others: at the highest dose activity change, negative = inhibition, usual class: inhibitors. 0.007% of 270,000 active. AID 1868, 2009; also: potency is read from the fitted curve at half-maximal effect; % is scaled to controls: 0 for no effect and ±100 for the full control effect
# Target sequence (P51570 whole entry, looked up): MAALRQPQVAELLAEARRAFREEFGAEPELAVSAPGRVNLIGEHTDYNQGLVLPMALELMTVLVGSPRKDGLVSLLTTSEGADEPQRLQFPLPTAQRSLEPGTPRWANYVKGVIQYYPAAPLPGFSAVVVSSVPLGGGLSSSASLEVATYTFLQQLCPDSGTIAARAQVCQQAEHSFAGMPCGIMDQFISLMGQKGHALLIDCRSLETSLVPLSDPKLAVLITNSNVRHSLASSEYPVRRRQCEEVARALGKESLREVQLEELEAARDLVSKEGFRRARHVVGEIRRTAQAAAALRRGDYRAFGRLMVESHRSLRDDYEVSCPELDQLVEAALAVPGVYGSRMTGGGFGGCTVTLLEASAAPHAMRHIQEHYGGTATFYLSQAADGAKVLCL
#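 GALK at 5 nM final was combined with compound, 35 uM ATP and 100 uM galactose in HEPES pH8.0 with MgCl2 and DTT. The reaction ran one hour at room temperature before luminescent ATP detection.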
# ASM inhibitor: Inhibitors of Secretory Acid Sphingomyelinase (S-ASM): qHTS | Sphingomyelin phosphodiesterase (Homo sapiens), P17405 | placental ASM, HMU-PC fluorogenic substrate, 60 min | Potency, µM (titrated, usually from 57.5 µM), for inactives: at the top dose activity change, negative = inhibition, usual class: inhibitors | 0.006% of 340,000 active | AID 504937, 2011; also: potency is read from the fitted curve at half-maximal effect
#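 Fluorogenic HMU-PC substrate (9 uM final) is turned over by placental ASM in 60 min at 37 C after a 10 min compound preincubation. Reaction ended by alkaline stop (pH 10), with fluorescence read at 386/447 nm.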
# Menin MLL FP TR: qHTS Assay for Inhibitors Targeting the Menin-MLL Interaction in MLL Related Leukemias: Competition With Texas Red Labeled MLL-derived Mutant Peptide. O00255. Menin + Texas Red MLL mutant peptide, fluorescence polarization. Potency, µM (doses to about 61.6 µM), for inactives: at the highest dose FP activity change, negative = inhibition, most hits filed as inhibitors. 0.23% of 270,000 active. AID 1768, 2009; active = well fitted inhibition curve with a large enough effect in the polarisation, with a control signal flat, not every such curve was filed as active; inconclusive = small, poorly fitted or top-dose-only effect, or effect the other way, or a change in a side signal; inactive = no such curve, though single readings can be large or run the other way; the % refers to the polarisation; also: potency is read from the fitted curve at half-maximal effect; % of control where 0% means no effect; many of its hits are not listed in these tables
# USP2a inh: qHTS Assay for Inhibitors of Ubiquitin-specific Protease USP2a Using CHOP2 as the Reporter. Ubiquitin carboxyl-terminal hydrolase 2 (Homo sapiens), O75604. USP2 core, Ub-CHOP2 coupled fluorogenic reporter, 485/531. Potency, µM (titrated, usually from 38.3 µM), for the others: top-dose activity change, negative = inhibition, hits mostly inhibitors. 0.01% of 330,000 active. AID 463254, 2010;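 also: potency is read from the fitted curve at half-maximal effect; plate controls were DMSO wells for no effect and full inhibition by NEM control for full effect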
#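 USP2 core (10nM final) preincubated 30min RT with compound in 20mM Tris-HCl pH 8.0, 2mM CaCl2, 2mM beta-mercaptoethanol, 0.05% CHAPS; 25nM Ub-CHOP2 plus 25nM reporter substrate added, fluorescence (Ex485/Em531) read after 60min.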
# Chronic BCR inh: qHTS Assay to Find Inhibitors of Chronic Active B-Cell Receptor Signaling. ABC-DLBCL IkBa-CBG/CBR reporter, luminescence ratio, 4 h. Potency, µM (top dose mostly 46.1 µM), for inactives: at the top dose ratio change, negative = lower green/red ratio, most hits filed as inhibitors. 0.05% of 340,000 active. AID 493014, 2011; active = well fitted inhibition curve with a large enough effect in the signal ratio, with a control signal flat, not every such curve was filed as active; inconclusive = small, poorly fitted or top-dose-only effect, or effect the other way, or a change in a side signal; the % refers to the signal ratio;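 also: potency is read from the fitted curve at half-maximal effect; plate controls were basal doxycycline-induced cells for no effect and cells given 10 µM MG132 for full effect; MG132 reads +100%, hits lower the ratio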
#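 TMD8 human ABC-DLBCL cells with doxycycline-inducible IκBα–green luciferase fusion and unfused red luciferase, in 0.5% FBS medium; compounds up to 46 uM, 4 h at 37C. Green/red luminescence ratio, filter-overlap corrected, fitted to concentration-response curves.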
# PKM2 act: qHTS Assay for Activators of Human Muscle isoform 2 Pyruvate Kinase | Pyruvate kinase PKM (Homo sapiens), P14618 | purified PKM2, Kinase-Glo ATP luminescence, activation; response scale: 0% is enzyme alone, no compound | Potency, µM (doses to about 57.5 µM), for the others: at the top dose activation, usual class: activators | 0.34% of 260,000 active | AID 1631, 2009; also: potency is read from the fitted curve at half-maximal effect; % is scaled to controls: 0 for no effect and ±100 for the full control effect; nearly all actives have a fitted effect of over 55% in size
#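 ATP formation by purified human PK-M2, quantified via coupled luciferase luminescence after 1 h at room temperature with 0.1 mM ADP and 0.5 mM PEP final.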
# KCNH2 WT inh: qHTS for Inhibitors of KCHN2 3.1: Wildtype qHTS | Voltage-gated inwardly rectifying potassium channel KCNH2 (Homo sapiens), Q12809 | U2OS, BacMam KCNH2, thallium flux FluxOr; active compounds read low | activity change, % at 1.84 µM | 0.37% of 340,000 active | AID 720551, 2013;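 active = maximum activity change below -70%; inconclusive = maximum activity change between -70% and -50%; inactive = maximum activity change above -50%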; also: % is scaled to controls: 0 for no effect and ±100 for the full control effect
#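 U2OS cells were transduced with wild-type KCNH2 virus (2.03 x 10^8 / mL) for 4 h at room temperature, then cultured overnight at 37 C. Thallium flux was read with FluxOr dye. Rate constants were normalized to DMSO controls.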
# TSHR antag: Antagonists of the Thyroid Stimulating Hormone Receptor: HTS campaign; activity change, negative = inhibition, % at 11.5 µM; TSHR-expressing cells, TSH-stimulated cAMP HTRF, 2 h; active compounds read low; 0.2% of 330,000 active;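 active = activity change below a set negative limit, meaning inhibition stronger than a set level, cut at about -70% in these data; inconclusive = activity change between two set negative limits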; also: % is scaled to controls: 0 for no effect and ±100 for the full control effect
#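 TSHR-expressing cells were treated with compounds, then stimulated with TSH at EC80 (4nM final) for 2 hours at 37 deg C. Cellular cAMP was measured by HTRF competition between lysate cAMP and cAMP-d2 for a cryptate-labelled anti-cAMP antibody.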
# * = called active by the depositor; u = inconclusive; x = not tested or not shown; [ ] = another dose, or the depositor's remark. Unless noted, calls follow the shape of the dose curve; as a rule, active = well fitted curve in the direction sought with a large enough effect; inconclusive = small, poorly fitted or top-dose-only effect, or another doubt; inactive = no such curve, though single readings can be large; an effect the other way counts as inactive or inconclusive. Not all compounds are listed; the hit share may differ from the screen's.
SMILES,Eya2 inh,MBNL1 CUG block,Mito fusion yeast,GALK inh,ASM inhibitor,Menin MLL FP TR,USP2a inh,Chronic BCR inh,PKM2 act,KCNH2 WT inh,TSHR antag
Cc1ccc(NC(=S)NC(=O)C2CCC2)cc1C,1%,0%,-9%,-3%,-7%,12%,-2%,0%,-4%,8,-11
CCOc1ccccc1-c1nc(-c2ccc(NC(=O)c3ccc(Br)o3)cc2)no1,0%,12%,3%,0%,-6%,u,-5%,-12%,0%,5,-22
COc1cc(NC(=O)CN2CCN(S(=O)(=O)c3ccc(C(C)C)cc3)CC2)cc(OC)c1,-4%,0%,20%,0%,-1%,-5%,-11%,-3%,8%,-9,-3
O=C(O)CN1C(=O)COc2cc(S(=O)(=O)N3CCCC3)ccc21,28%,10%,4%,0%,4%,-4%,1%,14%,-10%,-2,4
COc1ccc(Cl)cc1NC(=O)C1CSC(c2ccncc2)=N1 (stereo unspecified),4%,-11%,18%,x,-1%,8%,3%,2%,3%,-5,11
CC(=O)Nc1ccc(C(=O)/C=C/c2ccco2)cc1,1%,7%,0%,-3%,3%,22%,2%,3%,u,9,1
CC(=O)Nc1ccc(NC(=O)Cn2cc3c(n2)CCCC3)cc1,9%,3%,-6%,2%,7%,-3%,0%,1%,-4%,-4,-1
CCC(C)NC(=O)C1CC(=O)N(CCc2ccc(F)cc2)C1 (stereo unspecified),2%,-13%,3%,7%,5%,-8%,0%,1%,1%[11.5 µM],-5,8
COc1c(CC=C(C)C)cc(C2CC(=O)c3c(O)cc(O)cc3O2)cc1CC=C(C)C (stereo unspecified),-11%,-2%,3%,-3%,-15%,x,-15%,u,-9%,-8,-2
COc1ccc(C2CC(=O)Oc3c(C(CCN4CCCCC4)c4ccc(N(C)C)cc4)c(OC)cc(OC)c32)cc1 (stereo unspecified),-7%,-5%,-6%,0%,2%,u,-1%,u,0%,-16,4
CCOc1ccc(CCNC(=O)COC(=O)Cc2ccc(OC)c(OC)c2)cc1OCC,1%,x,-2%,x,2%,x,-1%,-2%,x,-1,-10
C/C(=N\NC(=O)c1cccnc1)c1ccc(C)c([N+](=O)[O-])c1,12%,x,-5%,2%,0%,4%,-1%,u,-5%,2,2
CC(C)CN1CC(C(=O)O)CC1=O (stereo unspecified),2%,30%,-6%,-7%,0%,3%,-1%,-11%,10%,-7,-3
COC(=O)/C=C1/S/C(=N/NC(=O)c2ccccc2C)NC1=O,30%,u,3%,0%,0%,-4%,5%,u,-4%,-7,-26
COc1ccc(CCN2C(=O)CC(Nc3ccc(N4CCOCC4)cc3)C2=O)cc1OC (stereo unspecified),x,u,-13%,2%,-7%,4%,x,x,5%,5,x
CC(C)(C)Nc1nc(Nc2ccc([N+](=O)[O-])cc2)nc(NC(C)(C)C)n1,-4%,-2%,3%,1%,-3%,u,-1%,4%,3%,-11,-8
Cc1ccc(NC(=O)CCc2ccc(C)o2)c(Br)c1,5%,-1%,-2%,6%,2%,-12%,0%,6%,1%,0,1
Cc1cccc(OCC(=O)NCC(=O)N=Nc2c(O)[nH]c3ccc([N+](=O)[O-])cc23)c1,-9%,u,9%,-5%,-9%,u,4%,15%,-5%,-9,-10
COc1ccccc1CN(Cc1ccco1)S(=O)(=O)c1ccc(-n2cnnn2)c(OC)c1,7%,7%,30%,1%,3%,-11%,2%,5%,19%,3,3
COc1ccccc1N(CC(=O)NCCc1ccccc1)C(=O)CCC(=O)Nc1nccs1,0%,-4%,0%,-2%,1%,-18%,1%,-16%,-4%,15,3
COCCN(C(=O)Cc1cccs1)C(C(=O)NCc1ccc(OC)cc1)c1ccc(C(C)C)cc1 (stereo unspecified),-40%,0%,9%,-3%,-11%,0%,-1%,-1%,3%,5,21
O=C1C2=C(c3ccccc31)[N+](=O)[C@@H]1CCCC[C@@H]1N2[O-],-12%,u,-4%,3%,-1%,-9%,3%,u,-1%,17,20
N#Cc1ncc(-c2ccc3c(c2)OCCOCCOCCOCCOCCO3)nc1C#N,-11%,u,20µM*,0%,6%,8%,2%,u,11%,-5,-1
COc1cc(C2OC(=O)c3ccccc3S2)cc(OC)c1OC (stereo unspecified),9%,x,-5%,5%,3%,x,3%,u,0%,-6,6
O=C(COc1ccc(Cl)cc1)NC1=NN(c2ccccc2)C(=O)C1,9%,-23%,1%,0%,-10%,u,0%,13%,29%,3,-9
CC(=O)Nc1ccc(NC(=O)CC2(CC(=O)N3CCOCC3)CCCC2)cc1,-21%,x,-5%,x,1%,x,1%,2%,x,3,-6
CN=C1S/C(=C\c2cn(CC(=O)OC)c3ccccc23)C(=O)N1C,3%,u,8%,-2%,5%,16%,4%,0%,10%,-11,-9
CCOC(=O)C1CCN(C(=O)COC(=O)COc2ccc(Cl)cc2)CC1,15%,-2%,3%,9%,0%,2%,2%,0%,6%,-1,3
O=c1ccc(NS(=O)(=O)c2ccccc2Cl)cn1Cc1ccc(Cl)c(Cl)c1,5%,-3%,-1%,-1%,-1%,14%,2%,0%,1%,6,15
CCCCN(C)Cc1c(C)[nH]c2c(ccc3ccccc32)c1=O,-2%,-9%,5%,4%,-5%,u,3%,7%,x,12,8
O=S(=O)(Nc1ccc2c(c1)OCO2)c1cccc(Br)c1,-4%,x,12%,x,-1%,x,2%,1%,x,13,0
O=C(O)/C=C/c1nc(-c2ccccc2)n2ccccc12,7%,7%,5%,-1%,x,3%,0%,u,10%,50,11
O=S(=O)(c1ccc2nc(N3CCN(c4ccccc4F)CC3)ccc2c1)N1CCCCC1,3%,4%,-3%,-5%,46%[activator],x,0%,-4%,x,18,-5
CCO[C@@H]1OC(C(=O)O)=C[C@H](C)[C@H]1CCCO,14%,-10%,-2%,-3%,12%,15%,-1%,-2%,1%,-9,-3
Cc1ccc(S(=O)(=O)CC(=O)Nc2sc(C)c(C)c2C(N)=O)cc1,18%,x,1%,x,-5%,x,-1%,3%,x,5,-11
O=C(N/N=C/c1cc(Cl)cc([N+](=O)[O-])c1O)C1CC1,1%,u,-1%,x,-1%,x,2%,8%,29%,2,-10
O=C(CCNS(=O)(=O)c1ccccc1F)N1CCN(C(c2ccccc2)c2ccccc2)CC1,17%,x,10%,x,x,x,-1%,5%,x,0,5
CN1CCSc2ccc(C(=O)NCc3cccc(F)c3)cc21,u,24%,1%,x,304%[activator],14%,2%,-4%,3%,-3,-1
Cc1cc(C)nc(/N=C(\N)Nc2ccc(C)c([N+](=O)[O-])c2)n1,-25%,u,-6%,-1%,0%,-19%,-1%,0%,0%,5,8
O=C(COC(=O)CNS(=O)(=O)/C=C/c1ccccc1)Nc1cccc2ccccc12,7%,-3%,2%,-2%,1%,-27%,3%,2%,2%,2,-13
Cc1nc2ccc([N+](=O)[O-])cc2nc1C,18%,u,8%,2%,0%,-1%,13%,1%,x,0,-5
COc1ccccc1NC(=O)N(Cc1ccccc1)c1ccccn1,-24%,-9%,u,1%,-9%,14%,0%,-21%,1%,-8,-11
O=C(O)c1ccccc1C(=O)NNC(=O)C(c1ccccc1)c1ccccc1,14%,3%,1%,-1%,1%,x,-4%,-2%,-6%,-8,13
O=C(CSc1nc2ccccc2n1CC(=O)N1CCCC1)N1CCN(C(=O)c2ccco2)CC1,6%,9%,0%,0%,2%,-3%,6%,-11%,6%,-1,11
